From PubChem BioAssay
GRK2 inh: compounds blocking aptamer binding on GRK2 – biochemical, human GRK2, bead flow cytometry, HTS, primary screen; 0.59% of 330,000 active; FAM-aptamer displacement from GRK2; inhibition of aptamer binding, % at 10 µM; Beta-adrenergic receptor kinase 1 (Homo sapiens), P25098;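 active means inhibition of aptamer binding above 40%, roughly 3 SD of noise, on plates passing a quality check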;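 further: median bead fluorescence of bound FAM aptamer so fluorescent compounds give negative values; no value below 0 was filed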
Efflux pump inh: inhibitors of Candida efflux pumps in yeast, primary screen, S. cerevisiae, Nile Red, multiplex; 0.44% of 330,000 active; S. cerevisiae Candida pump triplex; inhibition, % at 10 µM;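 active means plate passing quality check with inhibition over a set limit, or well fluorescence over plate mean plus 4 SD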;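 further: Nile Red retained in pooled yeast measured as flow cytometry median fluorescence; 0% = buffer negative control and 100% = Enniatin B positive control; higher means more Nile Red kept so more efflux inhibition; some compounds called inactive have numbers as strong as hits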
Fam108B inh: mouse Fam108B serine hydrolase inhibitors, primary screen, counter-screen for RBBP9 inhibitor project, biochemical, fluorescence polarization | recombinant Fam108B, FP-Rh probe fluorescence polarization | inhibition, % at 9.51 µM | 0.33% of 300,000 active;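 active means inhibition above the screen mean inhibition plus 3 SD, computed separately per campaign, cut at about 18% in these data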;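 further: inhibitors lower polarization as less probe binds the enzyme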
GLD-1 TGE inh: GLD-1/TGE RNA complex disruptors, primary screen, biochemical, fluorescence polarization | Female germline-specific tumor suppressor gld-1 (Caenorhabditis elegans), Q17339 | purified GLD-1 + fluorescein TGE RNA | inhibition, % at 5.96 µM | 0.44% of 320,000 active;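 active means percent inhibition above a per-plate cutoff, the plate mean of test compounds plus 3 SD, cut at about 30% in these data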;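 further: 0% = DMSO wells with GLD-1 and probe and 100% = wells lacking GLD-1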
VLA-4 inh: inhibition in human VLA-4 binding assay, primary screen, VLA-4 allosteric modulator project, MLPCN library, flow cytometry, VLA-4 expressing cells | Integrin alpha-4 (Homo sapiens), P13612 | ligand binding flow cytometry | inhibition, % (about 7 µM as worked out from the volumes in the protocol) | 0.2% of 330,000 active; in the data active means inhibition above about 50%
PME-1 primary: PME-1 inhibitors via competitive probe labeling, primary screen, biochemical, fluorescence polarization, FP-Rh probe, HTS. 0.53% of 320,000 active. inhibition, % at 5.9 µM. AID 2130, 2009. recombinant PME-1;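 active means inhibition above the campaign mean of all compounds plus 3 SD, cut at about 26% in these data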;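 further: competitive labeling of PME-1 active site by serine hydrolase directed probe; 0% = PME-1 with DMSO and 100% = wells lacking PME-1 enzyme; inhibitors block probe labeling so polarization falls and inhibition rises; many of its hits are not listed in these tables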
Target sequence (Q9Y570 whole entry, looked up): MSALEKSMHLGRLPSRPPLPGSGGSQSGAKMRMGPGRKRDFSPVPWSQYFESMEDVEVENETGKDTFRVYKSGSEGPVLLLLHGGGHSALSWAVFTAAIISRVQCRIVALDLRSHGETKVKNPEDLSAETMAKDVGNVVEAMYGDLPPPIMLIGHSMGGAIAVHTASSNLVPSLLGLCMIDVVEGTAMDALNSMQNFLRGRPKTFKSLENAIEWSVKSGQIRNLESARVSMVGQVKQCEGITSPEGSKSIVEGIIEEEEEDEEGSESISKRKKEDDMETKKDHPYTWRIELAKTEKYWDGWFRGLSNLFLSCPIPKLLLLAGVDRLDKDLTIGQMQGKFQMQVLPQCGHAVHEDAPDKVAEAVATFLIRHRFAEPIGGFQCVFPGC
BCLXL inh: inhibitors of human Bcl-xL, primary screen, biochemical, fluorescence polarization, HTS. GST-Bcl-xL / FITC-Bim BH3 peptide fluorescence polarization. Bcl-2-like protein 1 (Homo sapiens), Q07817. AID 2129, 2009. 0.7% of 320,000 active. inhibition, % at 10.9 µM;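 active means inhibition above the mean of all tested compounds plus 3 SD, cutoff set per campaign, cut at about 30% in these data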;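 further: 0% = DMSO wells and 100% = unlabeled Bim-BH3 peptide competitor; inhibitors lower millipolarization by displacing the labeled peptide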
Target sequence (Q07817 whole entry, looked up): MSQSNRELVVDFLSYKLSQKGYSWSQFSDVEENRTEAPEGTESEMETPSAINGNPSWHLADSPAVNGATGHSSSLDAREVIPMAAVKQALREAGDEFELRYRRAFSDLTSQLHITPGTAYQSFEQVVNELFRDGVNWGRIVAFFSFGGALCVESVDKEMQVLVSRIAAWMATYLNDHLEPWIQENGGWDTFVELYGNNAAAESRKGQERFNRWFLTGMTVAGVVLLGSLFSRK
MEX-5 binding: MEX-5 zinc finger RNA-binding disruptors – biochemical, C. elegans, fluorescence polarization, MLPCN library, primary screen; MEX-5/FITC-TCR2 RNA binding; stronger effect = lower value; activity score (negative = inhibition of binding), % at 10 µM; 0.38% of 300,000 active;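 active means inhibition past about -25% in most replicates, and total fluorescence under double the plate's negative control median, limit read from the data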;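 further: 0% = DMSO and -100% = 5 µM competing unlabeled TCR2 RNA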
MCL1 BIM primary: inhibitors of MCL1 binding to BIM-BH3, primary screen, biochemical, fluorescence polarization; 0.68% of 320,000 active; inhibition, % at 10.9 µM; GST-MCL1 / FITC-Bim-BH3 fluorescence polarization; Induced myeloid leukemia cell differentiation protein Mcl-1 (Homo sapiens), Q07820;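 active means inhibition above the mean inhibition of all tested compounds plus 3 SD, set per campaign, cut at about 40% in these data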;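 further: 0% = DMSO wells and 100% = unlabeled Bim-BH3 peptide control; higher means more loss of mP so more displacement of Bim peptide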
Target sequence (Q07820 whole entry, looked up): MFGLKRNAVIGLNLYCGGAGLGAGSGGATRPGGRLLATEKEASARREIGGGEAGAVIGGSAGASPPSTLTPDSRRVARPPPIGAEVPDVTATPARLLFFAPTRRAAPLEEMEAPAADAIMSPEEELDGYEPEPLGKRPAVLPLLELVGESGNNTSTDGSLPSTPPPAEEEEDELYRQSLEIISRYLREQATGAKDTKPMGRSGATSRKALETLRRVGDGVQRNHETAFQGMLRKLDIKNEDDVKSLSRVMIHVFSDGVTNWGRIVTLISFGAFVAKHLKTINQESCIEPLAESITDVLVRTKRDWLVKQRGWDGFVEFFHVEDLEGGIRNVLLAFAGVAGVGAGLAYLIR
Numbers without * were called inactive; / = not tested or not shown.

Values in the order – GRK2 inh	Efflux pump inh	Fam108B inh	GLD-1 TGE inh	VLA-4 inh	PME-1 primary	BCLXL inh	MEX-5 binding	MCL1 BIM primary
CCN1C(=O)C(O)(CC(=O)C(C)(C)C)c2cc(Br)ccc21 (stereo not given)
    0	0.1	-2	0	25	5	2	0.9	6
CC(C)CCNC(=O)C1C2C=CC3(CN(Cc4ccccc4Cl)C(=O)C13)O2 (stereo not given)
    0	0.5	-1	0	40	-4	-2	1.0	-5
CCCCNC(=O)CN1C(=O)NC(CCc2ccccc2)C1=O (stereo not given)
    1	0.0	-5	5	-2	2	-9	3.5	-11
c1ccc(CSc2nnc([C@@H]3CCCN3)o2)cc1
    0	0.1	5	-3	9	-2	6	2.3	10
COc1cccc(N=Nc2c(=O)[nH]n3c(=O)cc(C)[nH]c23)c1
    5	0.1	2	-2	5	13	11	-32*	10
O=C(O)/C=C/c1ccc(Oc2ncccn2)cc1
    0	0.1	0	-3	-1	4	3	1.1	3
Cc1ccc(NN=C2c3ccccc3-c3ccccc32)cc1
    3	-0.2	2	9	-11	0	2	-0.5	-6
Nc1nc(NCCN2CCOCC2)nc(NCc2ccccc2)c1[N+](=O)[O-]
    0	0.0	0	5	1	14	-1	-3.0	4
CC(C)(C)c1cc(NC(=O)c2cc(F)c(F)c(F)c2F)no1
    2	-0.1	0	0	1	-2	1	-0.1	9
O=C(NCCOC(=O)c1ccc(Cl)c(S(=O)(=O)N2CCCCC2)c1)c1ccncc1
    0	-0.1	1	-2	-23	0	5	0.4	-1
N#CCCn1cc(C(=O)NCc2ccccc2)c(-c2cccs2)n1
    3	0.1	-5	0	4	-5	4	1.3	0
CCOC(=O)c1nnn(-c2nonc2N)c1CSc1nnc(N)s1
    0	0.0	2	1	9	-5	4	0.5	-1
O=C(NCc1ccccc1)c1c[nH]c2cc3c(cc2c1=O)OCCO3
    0	0.0	3	0	-11	4	-2	2.0	6
Cc1c(CN2CCC(Oc3ccc(C(=O)N4CCCCC4)cc3)CC2)cnn1C
    0	-0.7	5	-4	5	-1	4	-1.7	7
CN(C)/C=N/N(C)c1ncccc1[N+](=O)[O-]
    1	-0.2	2	5	3	4	2	-1.9	14
COC(=O)CNC(=O)c1cccc(-c2ccc(OC)cc2)c1
    3	0.0	1	6	4	2	-2	-0.6	-3
COc1ccc(C)cc1NC(=O)CCN1CCCC1
    2	-0.2	-2	9	15	-5	3	2.4	-5
CC1CCN(S(=O)(=O)c2ccc3nc(N4CCN(c5ccccc5)CC4)ccc3c2)CC1
    0	0.0	-7	5	-2	-3	4	1.6	3
CCOC(=O)c1sc(NC(=O)CN2C(=O)NC3(CC(C)CC(C)(C)C3)C2=O)cc1C (stereo not given)
    /	-0.1	-4	4	27	-12	1	-0.5	7
O=C(O)C1CCN(C(=O)c2ccccc2Cl)CC1
    3	0.1	-1	1	-3	2	3	-0.3	2
O=C(/C=C/c1ccc(Cl)cc1Cl)N(Cc1ccccc1)C1CCS(=O)(=O)C1 (stereo not given)
    0	-0.1	-4	1	14	-4	0	1.4	0
COc1ccccc1N1CCN(C(=O)CSc2nnc(NC(=O)C3CC3)s2)CC1
    6	0.1	0	-2	0	0	5	0.0	0
C=CCOc1ccc(C2c3c(oc4ccccc4c3=O)C(=O)N2CCCN2CCOCC2)cc1 (stereo not given)
    3	0.1	-2	3	3	2	2	0.9	11
Cc1cc(C)n(-c2ccc(C(=O)NCc3ccc(F)cc3)cc2)n1
    4	-0.1	4	12	-4	-4	-2	-1.6	-5
O=C(c1cc(-c2ccc(Cl)cc2Cl)on1)N1CCN(C(=O)c2ccco2)CC1
    2	0.1	0	1	-11	-5	-3	0.7	-7
Cc1ccc(N=C2SCCCN2C(=O)c2cccc(N3C(=O)CCC3=O)c2)cc1Cl
    1	0.0	0	-1	12	4	-1	-1.7	-7
NC(=O)C1CCN(CC(O)CSc2ccc(F)cc2)CC1 (stereo not given)
    0	-0.1	-6	-1	-1	0	6	1.1	5
COc1ccccc1OCC(=O)Nc1ccc(-c2nnc(-c3ccco3)o2)cc1
    0	0.0	3	8	-5	-10	-8	0.5	-27
O=C(Nc1c2c(nn1-c1ccc(F)cc1)CS(=O)(=O)C2)C12CC3CC(CC(C3)C1)C2
    0	0.4	1	12	11	-1	-7	3.8	-6
COC(=O)c1c(NC(=O)CN2CCN(c3cccc(Cl)c3)CC2)sc(C)c1C
    0	0.2	-6	9	-36	0	2	-2.1	1

Record cards, as listed above. Values in the order: GRK2 inh, Efflux pump inh, Fam108B inh, GLD-1 TGE inh, VLA-4 inh, PME-1 primary, BCLXL inh, MEX-5 binding, MCL1 BIM primary
`CCN1C(=O)C(O)(CC(=O)C(C)(C)C)c2cc(Br)ccc21` (stereo not given) is entered as 0, 0.1, -2, 0, 25, 5, 2, 0.9, 6
`O=C(NCCOC(=O)c1ccc(Cl)c(S(=O)(=O)N2CCCCC2)c1)c1ccncc1` is entered as 0, -0.1, 1, -2, -23, 0, 5, 0.4, -1

The list continues.
Values in the order – GRK2 inh	Efflux pump inh	Fam108B inh	GLD-1 TGE inh	VLA-4 inh	PME-1 primary	BCLXL inh	MEX-5 binding	MCL1 BIM primary
COc1ccc(CCN2C(=O)CC(Cc3cccc(C)c3)C2=O)cc1OC (stereo not given)
    1	0.0	3	6	4	-3	1	1.4	0
CN(C(=O)c1cccc(C(F)(F)F)c1)C1CCCc2ccccc21 (stereo not given)
    1	0.2	1	0	3	16	-2	2.2	-6
COc1ccccc1Nc1ncc(C(=O)N2CCN(Cc3ccc(OC)c(OC)c3OC)CC2)c2ccccc12
    2	0.1	0	-1	12	6	1	-0.5	-1
CC(C)Oc1cccc(C(=O)C2CCCN(C(=O)c3cncs3)C2)c1 (stereo not given)
    4	0.1	0	0	5	-4	4	/	-1
CCN(Cc1nc(-c2ccc(OC)c(OC)c2)no1)C(=O)c1ccoc1C
    0	0.0	-3	4	-8	6	-3	0.2	-5
O=C(Nc1cccc(N2CCCC2)c1)c1cccs1
    0	0.1	-1	6	9	3	-10	-1.2	1
CN1Cc2c(N)cccc2C(c2ccccc2)C1 (stereo not given)
    0	0.0	2	39*	43	-7	79*	-5.8	92*
CC(=O)N1CCN(C(=O)C2(NC(=O)Nc3cccc(F)c3)CCCCC2)CC1
    2	0.0	-1	1	10	-7	-5	-2.6	-1
CCN(CC)C1=CC(=O)OC12CCCCC2
    18	0.1	1	1	7	-7	7	0.3	-6
CC(C)C(=O)Nc1ccccc1Cc1ccccc1
    0	0.2	0	-1	13	1	-6	0.9	-18
O=c1[nH]c(Cc2cccs2)nc2ccccc12
    0	-0.1	-1	0	-10	3	2	-0.9	-2
COc1cc(OC)cc(C(=O)Nc2cc(NC(=O)c3ccco3)ccc2OC)c1
    4	-0.1	-2	3	5	2	8	1.3	7
Cc1[nH]c2ccc(C(=O)N3CCN(c4cccc(Cl)c4)CC3)cc2c1C
    0	0.0	4	2	5	23	-2	-1.0	-2
COC(=O)c1cc(-c2ccccc2)n[nH]1
    1	-0.1	-4	5	5	2	3	1.4	5
COC(=O)CC1C(=O)NCCN1C(=O)CSc1nc2ccccc2s1 (stereo not given)
    0	0.0	10	4	4	1	10	1.1	8
COc1ccc(-c2ccc3oc(-c4ccsc4)cc(=O)c3c2)cn1
    0	0.3	/	2	-12	/	/	/	/
O=C(c1ccccc1)N1CCN(C2CCCCCC2)CC1
    2	0.1	9	-14	-10	5	4	-3.6	4
CC(C)C(=O)OCC(=O)NCc1ccccc1Cl
    0	0.0	1	1	13	3	5	2.7	10
CC(OC(=O)c1cc(S(=O)(=O)Nc2ccc(F)cc2)ccc1Cl)C(=O)Nc1ccc2c(c1)OCCO2 (stereo not given)
    0	0.0	1	-1	16	5	-2	-1.2	-4
CCOc1cc2[nH]c(=S)n(CCCC(=O)NCc3ccco3)c(=O)c2cc1OCC
    3	-0.1	-5	4	-3	-4	5	-1.7	1
CCOc1ccc(NC(=S)N(Cc2ccc(Cl)cc2)Cc2ccco2)cc1
    0	0.1	-3	3	-13	-4	4	-2.6	11
Cc1[nH]c2ccc(F)cc2c1CCN1C(=O)OC(C)(C)C1(C)O (stereo not given)
    0	-0.1	4	-12	3	-10	3	0.3	2
Cc1ccc(CNC(=O)c2ccc(Br)o2)cc1
    0	-0.1	2	-4	5	-1	1	0.3	4
CC(=O)Nc1ccc(S(=O)(=O)N2CCC(n3cnc4cc(F)ccc43)CC2)cc1
    2	0.4	2	5	17	-8	6	0.6	8
CCCN1CCN(CCCNC(=O)CN2C(=O)COc3ccccc32)CC1
    4	-0.1	2	0	2	1	-2	1.6	2
CC1=NN2C(=N)/C(=C\c3cc(C)n(-c4ccc(C)cc4)c3C)C(=O)N=C2S1
    0	0.0	-1	2	24	-4	10	-1.2	1
COc1ccc(/C=N/Nc2ncnc3sc(C)c(C)c23)cc1
    3	-0.2	3	5	6	19	0	-4.0	-6
COc1ccc(C(C(O)C(=O)c2c[nH]c3ccccc23)N2CCN(c3ccccc3)CC2)cc1 (stereo not given)
    2	0.1	2	2	-5	2	11	-0.2	12
Cn1c(-c2ccc(Br)o2)nc2cc(Br)ccc21
    1	0.1	2	1	14	-3	-1	-6.3	5

This is a subset; the hit share may differ from the screen's.
